Bioassay records as filed in PubChem.
APJ antag: blocks the human apelin receptor APJ; CHO-K1 APJ beta-arrestin complementation, luminescence; inhibition, % at 20 µM; 330,000 tested, 0.32% active; AID 2521;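 active = inhibition above about 40% at 20 µM, limit read from the data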;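 note: cells challenged with 10 nM apelin-13 agonist together with compound; plate controls were apelin-13 plus DMSO wells for no effect and DMSO wells lacking apelin-13 for full effect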
ATG4B inh: blocks human ATG4B protease cleavage of LC3 substrate. Q9Y4P1. ATG4B cleavage of LC3-PLA2, NBD-HPC fluorescence, 1 h. inhibition, % at 8.33 µM. 340,000 tested, 0.51% active; in the data active = inhibition above about 40%
Target sequence (Q9Y4P1 whole entry, looked up): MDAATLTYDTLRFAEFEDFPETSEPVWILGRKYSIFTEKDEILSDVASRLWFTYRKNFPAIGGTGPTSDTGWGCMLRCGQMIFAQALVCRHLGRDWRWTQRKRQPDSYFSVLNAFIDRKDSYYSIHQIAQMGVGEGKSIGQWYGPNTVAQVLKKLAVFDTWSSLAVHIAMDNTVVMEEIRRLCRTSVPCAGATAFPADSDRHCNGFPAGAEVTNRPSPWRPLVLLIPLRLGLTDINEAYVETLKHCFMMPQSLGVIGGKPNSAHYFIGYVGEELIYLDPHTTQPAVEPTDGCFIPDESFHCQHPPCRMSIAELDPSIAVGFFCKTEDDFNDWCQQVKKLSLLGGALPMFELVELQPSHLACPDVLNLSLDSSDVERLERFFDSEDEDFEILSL
Gli-Sufu antag: blocks Gli-Sufu signaling in a luciferase reporter. Sufu-KO-LIGHT fibroblasts, Gli luciferase reporter luminescence. inhibition, % at 5 µM. 340,000 tested, 0.74% active. AID 588413;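 active = inhibition above about 55%, limit read from the data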;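 note: 0% = DMSO-treated cells and 100% = wells with medium but no cells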
APJ agonist: agonists of human APJ apelin receptor; CHO-K1 APJ PathHunter beta-arrestin, luminescence; 0% DMSO wells, 100% apelin; 330,000 tested, 0.11% active; activation, % at 20 µM;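 active = activation more than six SD over the plate average, tested at 20 µM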;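 note: 0% = DMSO alone and 100% = apelin-13 at 10 nM; some results filed as inactive read as strong as hits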
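system = engineered CHO-K1 APJ arrestin reporter cells | input = 1000 cells per well | timing = overnight seeding, 90 min compound at 25 °C, 1 h detection | measured by = enzyme-fragment complementation luminescence | read-out = beta-arrestin recruitment to APJ as agonist activity, luminescent signal | control set = negative DMSO alone, positive Apelin-13 at 10 nM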
CCR6 antagonist: CCR6 (human) receptor antagonism | 340,000 tested, 0.49% active | P51684 | inhibition, % at 20 µM | CHO-K1 CCR6 PathHunter beta-arrestin, luminescence, CCL20-stimulated;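 active = compounds whose inhibition of the agonist-driven luminescence signal at 20 µM reaches about 50%, limit read from the data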;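 note: cells stimulated with CCL20 at 14 nM final; plate controls were DMSO with CCL20 for no effect and DMSO without agonist for full effect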
EBI2 block: EBI2 (human) antagonism. P32249. EBI2 beta-arrestin recruitment, luminescence, 7a,25-OHC stimulated. inhibition, % at 5 µM. 360,000 tested, 0.81% active; in the data active = inhibition above about 38%;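 note: enzyme fragment complementation signal reports receptor beta-arrestin coupling in cells; 0% = agonist plus DMSO wells and 100% = wells without agonist; some results beyond the cut were filed as inactive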
Target sequence (P32249 whole entry, looked up, the tested form may be a part): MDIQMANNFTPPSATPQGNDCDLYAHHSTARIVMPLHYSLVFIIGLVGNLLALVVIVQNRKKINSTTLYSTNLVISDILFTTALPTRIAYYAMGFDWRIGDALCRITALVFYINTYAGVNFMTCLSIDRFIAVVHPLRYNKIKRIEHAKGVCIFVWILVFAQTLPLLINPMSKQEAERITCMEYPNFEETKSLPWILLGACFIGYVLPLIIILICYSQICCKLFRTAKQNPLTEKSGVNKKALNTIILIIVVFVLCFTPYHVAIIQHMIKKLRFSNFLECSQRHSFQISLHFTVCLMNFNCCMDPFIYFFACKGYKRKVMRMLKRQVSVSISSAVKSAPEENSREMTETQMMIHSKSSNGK
UBC13 polyUb: blocks human UBC13 polyubiquitin chain formation; AID 485273; TR-FRET; inhibition, % at 20 µM; 330,000 tested, 0.47% active; in the data active = inhibition above about 45%, passing the limit was not always enough
CXCR6 block: CXCR6 (human) receptor inhibition. O00574. CHO-K1 PathHunter CXCR6 beta-arrestin, luminescence. inhibition, % at 20 µM. 360,000 tested, 0.36% active. AID 602244; in the data active = inhibition above about 34%, passing the limit was not always enough;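 note: antagonist mode with CXCL16 agonist at 10 nM final; 0% = 10 nM CXCL16 with DMSO and 100% = unstimulated wells without agonist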
Target sequence (O00574 whole entry, looked up): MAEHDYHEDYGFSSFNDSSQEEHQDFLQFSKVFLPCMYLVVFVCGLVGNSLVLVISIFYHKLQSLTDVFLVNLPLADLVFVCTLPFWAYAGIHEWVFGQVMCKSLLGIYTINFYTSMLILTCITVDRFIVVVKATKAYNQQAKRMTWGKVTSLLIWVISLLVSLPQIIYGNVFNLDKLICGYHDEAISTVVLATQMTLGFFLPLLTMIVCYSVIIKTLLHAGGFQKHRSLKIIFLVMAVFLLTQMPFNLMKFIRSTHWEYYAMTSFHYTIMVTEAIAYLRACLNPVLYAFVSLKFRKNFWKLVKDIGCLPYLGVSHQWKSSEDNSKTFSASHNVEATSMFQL
Numbers without * were called inactive; · = no result given.

SMILES	APJ antag	ATG4B inh	Gli-Sufu antag	APJ agonist	CCR6 antagonist	EBI2 block	UBC13 polyUb	CXCR6 block
CCN(CC)S(=O)(=O)c1ccc(OCC2CCCCO2)c([N+](=O)[O-])c1 (configuration not stated)	4.8	-0.8	-21.0	-0.8	11.1	3.7	-7.5	0.1
CC(=O)c1ccc(OCc2ccc(C(=O)c3ccccc3)cc2)cc1	3.4	2.8	17.9	0.5	18.9	-8.4	-3.2	2.0
COc1ccccc1C(=O)NCc1nnc(SC(C)C(=O)Nc2nccs2)n1C (configuration not stated)	2.3	-2.9	1.5	-2.1	-6.4	-8.2	-0.1	-6.7
Cc1ccc(C2NC(=O)Cc3ccccc32)cc1 (configuration not stated)	11.8	0.5	1.1	-5.0	-4.4	0.9	7.9	-1.9
CCOC(=O)Cn1cnc2c(cnn2-c2ccc(OC)cc2)c1=O	12.7	-5.0	-18.2	-3.1	6.5	-10.4	8.3	-6.1
Cc1ccc(-n2cnc(=O)c3cccnc32)cc1	8.7	5.0	2.9	-2.9	-5.0	-4.6	-11.2	-0.4
CCOc1ncccc1C(=O)OCC(=O)Nc1ccc2c(c1)OCCO2	7.6	-1.4	-1.7	0.3	8.6	-6.6	8.3	5.9
O=C(Nc1cc(SCC(O)CO)cc([N+](=O)[O-])c1)c1ccc(-n2cnnn2)cc1 (configuration not stated)	5.9	-6.9	-0.7	0.6	-2.3	10.2	-2.2	8.8
COc1ccc(CCN2C(=O)CC(NNC(=O)c3ccccc3Br)C2=O)cc1OC (configuration not stated)	5.3	-4.4	-0.5	-1.2	4.9	-5.4	-5.2	-4.0
CCOC(=O)c1c(C)c(C(=O)N(C)C2CCCCC2)c(C)n1C	-1.8	5.0	-6.3	-3.4	-7.3	-1.3	6.9	0.0
CCCCCSc1nc2c(cnn2-c2ccc(F)cc2)c(=O)[nH]1	15.5	5.5	1.9	-3.3	4.8	-6.2	-7.4	7.3
CC1(OC(=O)CCc2ccccc2)C(=O)C=C2C=C(c3ccc(C#N)cc3)N(Cc3ccccc3)C=C2C1=O (configuration not stated)	0.2	-0.6	-11.9	21.3	2.5	-1.5	-41.3	-21.7
O=C1CC(N(Cc2ccco2)C(=O)Nc2ccc(F)cc2)C(=O)N1c1ccc(F)cc1 (configuration not stated)	9.1	-10.7	0.5	-2.9	14.8	4.0	0.1	-7.2
CC(=O)Nc1ccc(S(=O)(=O)NCC(=O)OCc2ccccc2)cc1	16.3	13.0	4.3	-4.1	6.1	-2.1	-3.0	3.0
O=C(Oc1ccc(C(=S)N2CCOCC2)cc1)c1ccc([N+](=O)[O-])cc1	-9.2	4.7	2.0	3.3	-19.4	-1.1	-3.8	-25.9

Compounds listed so far that contain a nitro group on carbon, in the order listed:
SMILES	APJ antag	ATG4B inh	Gli-Sufu antag	APJ agonist	CCR6 antagonist	EBI2 block	UBC13 polyUb	CXCR6 block
CCN(CC)S(=O)(=O)c1ccc(OCC2CCCCO2)c([N+](=O)[O-])c1 (configuration not stated)	4.8	-0.8	-21.0	-0.8	11.1	3.7	-7.5	0.1
O=C(Nc1cc(SCC(O)CO)cc([N+](=O)[O-])c1)c1ccc(-n2cnnn2)cc1 (configuration not stated)	5.9	-6.9	-0.7	0.6	-2.3	10.2	-2.2	8.8
O=C(Oc1ccc(C(=S)N2CCOCC2)cc1)c1ccc([N+](=O)[O-])cc1	-9.2	4.7	2.0	3.3	-19.4	-1.1	-3.8	-25.9

The list continues:
SMILES	APJ antag	ATG4B inh	Gli-Sufu antag	APJ agonist	CCR6 antagonist	EBI2 block	UBC13 polyUb	CXCR6 block
O=C(NCCc1ccccc1F)C1CCCN1S(=O)(=O)c1ccc2ccccc2c1 (configuration not stated)	-4.3	5.4	6.5	-4.0	16.0	27.6	7.1	5.1
O=C(Nc1nnc(-c2ccccc2)o1)c1cccc(N2C(=O)CCC2=O)c1	-1.8	-7.4	-9.4	-4.1	1.3	-0.9	-25.8	4.5
CCCn1c(N)c(C(=O)CN(C)CC(=O)Nc2ccc(C)cc2)c(=O)[nH]c1=O	17.8	-4.9	-10.3	2.7	4.2	-1.6	-0.7	-1.0
Cn1c(SCC(=O)Nc2cccc(F)c2)nc2c([nH]c3ccccc32)c1=O	3.6	6.3	9.8	-2.0	4.4	11.4	-3.2	-14.1
N#CC1=C(N)Oc2cc(O)ccc2C1c1ccncc1 (configuration not stated)	-4.6	-4.6	-1.8	-3.0	5.2	-11.0	-4.8	-1.3
CCOc1ccccc1CN1CCNC(=O)C1CC(=O)NCc1cc(C)n(C)n1 (configuration not stated)	-3.8	2.7	-9.1	-5.1	4.6	-2.4	4.1	-10.5
Cc1noc(C)c1COc1ccccc1C(=O)N1CCN(S(=O)(=O)c2ccccc2C(F)(F)F)CC1	-18.8	-21.6	-2.4	5.1	8.7	-6.9	0.6	8.5
CN(C)CCNc1ncnc2ccccc12	11.6	-11.5	-1.0	-1.0	-5.3	1.2	-3.3	-0.5
COC(=O)c1sccc1NC(=O)CC1C(=O)NCCN1C(=O)c1ccccc1 (configuration not stated)	7.6	-1.6	-4.8	-5.1	-8.4	-1.8	-2.1	-4.2
Cc1ccc(C)c(NC(=O)CCc2ccc(S(=O)(=O)NC3CCCCC3)cc2)c1	10.7	-6.7	16.6	0.8	-2.8	4.7	-4.6	7.9
CCOc1cc(C(=O)Nc2cc(C)ccc2C)ccc1OCC(=O)N1CCCCC1	2.4	-0.6	1.5	-0.9	10.7	-1.3	-9.5	-0.8
CCN(C(=O)COC(=O)CCc1c[nH]c2ccccc12)c1c(N)n(Cc2ccccc2)c(=O)[nH]c1=O	-1.2	-13.8	-9.1	-2.7	5.9	-2.9	-0.3	-0.2
CC(C)C(=O)Nc1nnc(Sc2ccc(N(C)C)cc2)s1	-19.7	-5.6	-3.1	-2.3	-8.5	-2.2	-1.2	4.5
CCC1=Nc2cc(C(=O)NCc3ccco3)ccc2Sc2ccc(C)cc21	·	51.2*	57.4*	·	28.5	-5.6	·	1.5
COc1ccc(OCC(=O)NC(=O)c2ccccc2OC)c([N+](=O)[O-])c1	11.8	-2.5	-4.8	0.1	-3.2	-1.1	-2.2	8.6
O=C(Nc1ccccn1)Nc1ccccc1[N+](=O)[O-]	12.5	4.4	16.5	-2.1	-2.3	-5.7	7.5	-2.7
CC1=NOC(=O)/C1=C\c1ccc(-c2cc(Cl)ccc2Cl)o1	-7.1	5.9	-14.1	65.8*	74.3*	1.9	-30.4	57.2*
Cc1sc(NC(=O)CSc2nnc(CCNC(=O)c3cccs3)n2C)nc1-c1ccccc1	15.6	-20.9	4.7	-2.9	7.5	5.0	4.7	3.0
Clc1ccc(CSc2nnc(CN3CCOCC3)n2-c2ccccc2)cc1Cl	-2.1	-6.6	-4.1	-4.0	0.5	4.8	0.1	11.8
O=Cc1cccn1-c1ccccc1	8.5	6.6	4.4	-2.2	1.8	-4.3	2.8	3.2
CCOC(=O)CSc1ccc(C(=O)NCCCN2CCOCC2)cc1[N+](=O)[O-]	6.4	5.1	-0.5	-2.2	12.4	-2.4	0.8	-1.8
Cc1nccn1CCOc1ccccc1Cl	-14.7	2.2	·	-0.7	-3.2	1.4	-0.1	2.4
CCOc1ccc2[nH]c3c(c2c1)CNCC3	5.5	-2.6	20.1	4.3	-3.4	2.4	6.5	8.2
O=C(Cn1c(=O)oc2ccccc21)NC(=O)NCc1ccco1	1.5	1.5	-5.6	-3.1	4.0	-12.4	-2.2	-6.3
O=C1c2ccccc2C(=O)N1CC(O)COCc1ccccc1 (configuration not stated)	-3.9	5.9	4.5	1.4	6.7	1.0	-1.5	-5.8
CCCN(CC(=O)Nc1ccccc1OC)C(=O)CCNC(=O)c1ccccc1OC	-20.8	-0.4	2.2	6.7	-3.7	-3.6	9.5	1.7
Cc1ccc(/C=N/NC(=O)c2ccc(Br)o2)s1	-27.5	2.5	-51.3	-2.6	-0.8	5.0	-4.1	-2.9
CCOC(=O)c1cnc2c(C)cc(Cl)cc2c1NCCCN1CCOCC1	15.8	-6.1	19.0	1.0	12.1	18.1	-1.8	11.9
COc1ccc(N2CC(C(=O)N(C)CC(=O)Nc3ccc(Cl)c(C(F)(F)F)c3)CC2=O)c(OC)c1 (configuration not stated)	8.4	-6.4	9.8	-1.5	13.8	-9.9	1.4	-6.5
CCOC(=O)c1ccc(NS(=O)(=O)c2c(N)n(C)c(=O)n(C)c2=O)cc1	0.2	-2.9	17.9	14.3	5.6	-5.6	4.1	-4.0

Only EBI2 block, Gli-Sufu antag and ATG4B inh, for 4 of the compounds above:
SMILES	EBI2 block	Gli-Sufu antag	ATG4B inh
Cc1sc(NC(=O)CSc2nnc(CCNC(=O)c3cccs3)n2C)nc1-c1ccccc1	5.0	4.7	-20.9
Clc1ccc(CSc2nnc(CN3CCOCC3)n2-c2ccccc2)cc1Cl	4.8	-4.1	-6.6
O=Cc1cccn1-c1ccccc1	-4.3	4.4	6.6
CCOC(=O)CSc1ccc(C(=O)NCCCN2CCOCC2)cc1[N+](=O)[O-]	-2.4	-0.5	5.1

CXCR6 block: what is marked active above
Compound	APJ antag	ATG4B inh	CCR6 antagonist	EBI2 block	UBC13 polyUb	CXCR6 block
CC1=NOC(=O)/C1=C\c1ccc(-c2cc(Cl)ccc2Cl)o1	-7.1	5.9	74.3*	1.9	-30.4	57.2*

(more compounds)
SMILES	APJ antag	ATG4B inh	Gli-Sufu antag	APJ agonist	CCR6 antagonist	EBI2 block	UBC13 polyUb	CXCR6 block
O=C(c1ccc(F)cc1F)N1CCCN(c2nc(-c3ccccc3)ns2)CC1	-6.5	-0.1	2.1	-0.5	3.3	-11.0	3.5	-5.2
CCc1nnc(NC(=O)CN2C(=O)c3ccccc3C2=O)s1	-15.0	0.9	12.7	-2.8	-0.7	0.6	-11.3	3.4
O=C(NCCc1ccccn1)c1c(-c2ccccc2)sc2ccccc12	-2.6	-7.0	5.5	-3.9	7.8	0.9	2.5	-3.3
Cc1ccccc1NC(=O)COc1ccc2c(c1)OC(C)(C)CC2=O	14.9	8.6	1.8	1.1	2.9	-2.1	-4.3	-7.6
CCN(CC)C(=O)Cc1c(OC)ccc2cc(Br)ccc12	7.6	-0.4	4.9	-4.1	22.8	14.4	-8.2	1.1
OCc1ccc(OCCCOc2cccc3cccnc23)cc1	13.9	-11.2	0.5	-1.5	11.4	4.6	5.9	-5.7
O=C(CN1C(=O)COc2ccccc21)c1cccc(Cl)c1	-0.6	4.6	4.4	-4.0	-2.2	4.1	2.6	5.4
CC(Oc1ccccc1)C(=O)N1CCC2(CC1)Oc1ccc(F)cc1C(=O)C21CC(c2cccnc2)=NO1 (configuration not stated)	-9.6	0.1	-12.9	23.0	11.0	42.3*	9.7	4.3
O=C(NOC(=O)c1c(F)cccc1Cl)c1ccc(Cl)c(Cl)c1	-9.1	-0.5	-0.2	-2.3	1.6	-14.5	2.0	-7.0
Cc1cc(=O)[nH]c(SCCOc2ccc(OC(C)C)cc2)n1	0.9	-16.6	-31.2	-1.7	7.4	-4.2	6.5	13.9
COc1cc2[nH]c(=S)n(NC(=O)CC(C)C)c(=O)c2cc1OC	22.3	-5.8	6.0	3.6	-16.8	-3.7	30.0	-9.6
COc1cc(OCc2ccc(C)cc2)ccc1CNC[C@H]1O[C@@H](n2cnc(C(N)=O)n2)[C@H](O)[C@@H]1O	·	-5.7	3.0	·	7.5	-3.6	·	-8.4
Cc1ccc2c(c1)N(CCC(=O)NCc1ccco1)C(=O)CO2	13.0	2.9	-1.0	-2.0	5.1	-6.4	1.6	0.0
NC(=O)CSc1nnc(Cc2ccc3c(c2)OCO3)n1C1CCCCC1	-9.5	3.2	-8.3	1.7	8.1	-2.9	-3.0	1.5
CCCCc1ccc(S(=O)(=O)NNC(=S)NCc2ccco2)cc1	-14.1	-14.2	-0.9	-3.0	17.6	-9.3	-3.1	1.2
COc1cccc(NC(=O)Cn2c(=O)n(-c3cc(OC)c(OC)c(OC)c3)c(=O)c3ccccc32)c1	1.0	32.6	30.6	-4.9	-13.2	8.7	-3.2	-2.0
Cc1c(C(=O)NCCSCc2cccc(C(F)(F)F)c2)cnn1-c1ccc(F)cc1	-8.1	1.6	-6.5	-1.3	1.7	4.9	4.2	-2.6
Nc1ccccc1Nc1cc(-c2cccc(Cl)c2)nn1-c1ccccc1	-52.3	20.7	-15.5	1.4	9.3	25.0	12.6	-14.9
